# VEEV TC-83 Vero: inhibitors of VEEV TC-83 cytopathic effect, confirmation, Vero cells (AID 588727). inhibition, % at 20 µM; hits with a dose series show IC50 in µM. Vero cells, VEEV TC-83 cytopathic effect inhibition; higher % means a stronger effect. 350,000 tested, 0.13% active; in the data active = a potency from the dose series; also: strong numbers were not always called active
# * hit, by the source's call; i = inactive. Only part of the results is shown; count on the stated rates, not on these rows.
SMILES,VEEV TC-83 Vero
Cc1cccc(OC(C)C(=O)Nc2nc(-c3cccnc3)cs2)c1 (centres undefined),6.3%
CCc1cc(-c2nnn(CCC3COCCO3)c2CC)cc(CC)c1-c1cn(Cc2ccc3ccccc3c2)nn1 (centres undefined),2.4%
COc1ccc(/C=C2/SC(=O)N(CCNC(=O)C3CC(=O)N(Cc4ccccc4)C3)C2=O)cc1 (centres undefined),8.8%
COC(=O)C[C@H]1C[C@H]2c3cc(NC(=O)NC4CCCC4)ccc3O[C@H]2[C@@H](CO)O1,i
Cc1cc(=O)oc2cc(OCC(=O)NC3(C#N)CCCCC3)ccc12,1.7%
CC(=O)Nc1ccc(S(=O)(=O)NCC(=O)OCC(=O)NCCc2ccccc2)cc1,i
Cc1ccc(S(=O)(=O)NN=C2CC(C)(C)CC(=O)C2(C)C)cc1,0.5%
COc1ccc(N2CCN(C(=O)c3ccc4c(c3)CCN4S(C)(=O)=O)CC2)cc1,i
COc1ccc(CCN2CC(C(=O)NCCc3ncccc3C)CCC2=O)cc1 (centres undefined),i
C[C@@H]1CN([C@@H](C)CO)C(=O)CCCn2cc(nn2)CO[C@H]1CN(C)S(=O)(=O)c1ccccc1C#N,i
COc1ccc(S(=O)(=O)N(C)C[C@H]2OCc3cnnn3CCCC(=O)N([C@@H](C)CO)C[C@H]2C)cc1,0.6%
COc1ccccc1CN1CCNC(=O)C1CC(=O)N(C)C1CCOCC1 (centres undefined),1.6%

# Copied from the list.
# In VEEV TC-83 Vero, Cc1cc(=O)oc2cc(OCC(=O)NC3(C#N)CCCCC3)ccc12 is listed with 1.7%
# In VEEV TC-83 Vero, Cc1cccc(OC(C)C(=O)Nc2nc(-c3cccnc3)cs2)c1 (centres undefined) is listed with 6.3%
# In VEEV TC-83 Vero, COc1ccc(S(=O)(=O)N(C)C[C@H]2OCc3cnnn3CCCC(=O)N([C@@H](C)CO)C[C@H]2C)cc1 is listed with 0.6%
# In VEEV TC-83 Vero, COc1ccc(/C=C2/SC(=O)N(CCNC(=O)C3CC(=O)N(Cc4ccccc4)C3)C2=O)cc1 (centres undefined) is listed with 8.8%

# Back to the main list, repeating the 2 entries before the break.
SMILES,VEEV TC-83 Vero
COc1ccc(S(=O)(=O)N(C)C[C@H]2OCc3cnnn3CCCC(=O)N([C@@H](C)CO)C[C@H]2C)cc1,0.6%
COc1ccccc1CN1CCNC(=O)C1CC(=O)N(C)C1CCOCC1 (centres undefined),1.6%
CCOc1ccc(C2C3=C(CC(C)(C)CC3=O)N(CCCOC)C3=C2C(=O)CC(C)(C)C3)cc1OC,0.4%
O=c1[nH]cc(CCCc2ccccc2)c(=O)[nH]1,2.9%
CCOC(=O)CCC1(C(=O)OC)C(=O)CCCCCC=C1C(=O)OC (centres undefined),i
CC(C)c1ccc(Nc2nc(N3CCOCC3)nc(N3CCOCC3)n2)cc1,3.3%
Cc1ccc(-n2c(-c3ccc(Br)cc3)n[nH]c2=S)c(C)c1,3.4%
CCOC(=O)CCCCCC(=O)Nc1ccc2c(c1)C(=O)N([C@@H](C)CO)C[C@H](C)[C@H](CN(C)C(=O)c1ccccc1)OCCCC[C@H](C)O2,1.0%
Cc1ccc(-c2ccc(CN3C(C(C)C)C(=O)N(Cc4cn(CCC5OCCO5)nn4)CCS3(=O)=O)cc2)cc1 (centres undefined),2.6%
COc1cccc(N2C(=O)NC(=O)/C(=C\c3ccc([N+](=O)[O-])s3)C2=O)c1,1.2%
O=C(CN1C(=O)C2CC=CCC2C1=O)Nc1ccc(F)c(Cl)c1 (centres undefined),0.2%
CC(=O)NC1CC2CCCC(C1)N2C(=O)Nc1c(C)cccc1C (centres undefined),1.7%
O=C(COC(=O)C1CCN(S(=O)(=O)c2ccc(Cl)c(C(F)(F)F)c2)CC1)NCC1CCCO1 (centres undefined),1.2%
C[C@@H]1CN([C@@H](C)CO)C(=O)CCCn2nncc2CO[C@H]1CN(C)Cc1ccncc1,9.2%

# Arranged by number of heavy atoms (smallest number first): five of the compounds above.
SMILES,VEEV TC-83 Vero
O=c1[nH]cc(CCCc2ccccc2)c(=O)[nH]1,2.9%
CCOC(=O)CCC1(C(=O)OC)C(=O)CCCCCC=C1C(=O)OC (centres undefined),i
C[C@@H]1CN([C@@H](C)CO)C(=O)CCCn2nncc2CO[C@H]1CN(C)Cc1ccncc1,9.2%
O=C(COC(=O)C1CCN(S(=O)(=O)c2ccc(Cl)c(C(F)(F)F)c2)CC1)NCC1CCCO1 (centres undefined),1.2%
Cc1ccc(-c2ccc(CN3C(C(C)C)C(=O)N(Cc4cn(CCC5OCCO5)nn4)CCS3(=O)=O)cc2)cc1 (centres undefined),2.6%

# More compounds follow:
SMILES,VEEV TC-83 Vero
Cc1ccc([C@@H]2CC(=O)[C@@H]3CN(S(=O)(=O)c4ccc(C)cc4)[C@H](c4ccc(Cl)cc4)C[C@@H]3N2S(=O)(=O)c2ccc(C)cc2)cc1,i
COc1ccc(S(=O)(=O)N2CCCCCC2)cc1NC(=O)CCNC(=O)c1ccc(Cl)cc1,5.7%
CCCCN(C(=O)c1cc(S(=O)(=O)N2CCOCC2)ccc1N1CCOCC1)c1ccccc1,i
CN(Cc1ccccc1)C(=O)c1ncn2c1C(=O)N(C)CC2,0.4%
CCOC(=O)N1CCN(S(=O)(=O)N2CCCC(C(=O)NCc3ccc(C)cc3)C2)CC1 (centres undefined),i
CC(=O)N(CCc1ccccc1)c1ccc2c(c1)C1CC2CCN1C(=O)OCc1ccccc1 (centres undefined),8.5%
CCCCCCN1C[C@H](n2cc(-c3ccc(F)cc3)nn2)[C@@H](O)C[C@@H]1c1ccc(OC)cc1,0.5%
Cc1ccc(S(=O)(=O)NCc2ccccc2)cc1C(=O)NCC(=O)Nc1c(C)cccc1C,0.7%
O=c1c2cc([N+](=O)[O-])ccc2sn1-c1ccccc1,0.8%
O=C(COC(=O)c1ccccc1Cl)Nc1cccc(S(=O)(=O)N2CCCCC2)c1,0.1%
Cc1cc(Br)c(NC(=O)CN2C(=O)NC3(CCOc4ccccc43)C2=O)c(Br)c1 (centres undefined),2.1%
O=C1NC(Cc2ccccc2)c2nc3cc(F)c(F)cc3c(=O)n2-c2cc3ccccc3cc21 (centres undefined),5.0%
CC(=O)N1CCN(S(=O)(=O)c2cccc(C(=O)NC3CCCC(C)C3C)c2)CC1 (centres undefined),0.6%
C[C@H]1CN([C@@H](C)CO)C(=O)CCCn2cc(nn2)CO[C@@H]1CN(C)C(=O)c1cc(-c2ccccc2)on1,i
COc1ccccc1CN1CC(C(=O)NCCCCc2ccccn2)CCC1=O (centres undefined),0.7%
N#Cc1ccsc1NC(=O)c1ccc2ncsc2c1,3.3%
NCCN1C(=O)c2ccccc2C1(O)c1ccc(Cl)cc1 (centres undefined),i
COc1ccccc1C(=O)N1CCN(c2nc3cc(C)cc(C)c3cc2C#N)CC1,3.9%
C[C@@H]1CN([C@@H](C)CO)C(=O)CCCn2nncc2CO[C@H]1CN(C)S(=O)(=O)c1cccc(C#N)c1,i
Cc1ccc([C@H]2C[C@@H](n3cc(COC(=O)c4ccccc4)nn3)[C@H](O)CN2C(=O)C2CCCCC2)cc1,1.4%
COc1ccccc1S(=O)(=O)N(C)C[C@@H]1OCc2cnnn2CCCC(=O)N([C@H](C)CO)C[C@@H]1C,0.2%
O=C1CCC2(O)C3Cc4ccc(O)c5c4C2(CCN3Cc2ccoc2)C1O5 (centres undefined),i
O=C(NCC1=C(c2cccc3ccccc23)C[C@@H]2CC[C@H]1N2Cc1ccco1)c1cccs1,0.6%
O=C(O)c1cccc(S(=O)(=O)Nc2ccccc2Oc2ccccc2)c1,0.3%
CSCCC(NC(=O)COc1ccccc1)C(=O)N(C)Cc1c(F)cccc1Cl (centres undefined),2.2%
COC(=O)c1cc(N/C(N)=N/c2nc(C)cc(C)n2)cc(C(=O)OC)c1,7.2%

# From PubChem BioAssay
